PAFAH1B2 inh: inhibitors of human PAFAH1B2; 340,000 compounds, 1.2% hits; inhibition, % at 3.39 µM; recombinant PAFAH1B2, FP-rhodamine activity probe, fluorescence polarization; P68402; AID 492953;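 active = inhibition above the mean of all tested compounds plus 3 SD, cut at about 24% in these data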;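 note: 0% = enzyme with DMSO and 100% = wells lacking PAFAH1B2; many of its hits are not listed in these tables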
Target sequence (P68402 whole entry, looked up): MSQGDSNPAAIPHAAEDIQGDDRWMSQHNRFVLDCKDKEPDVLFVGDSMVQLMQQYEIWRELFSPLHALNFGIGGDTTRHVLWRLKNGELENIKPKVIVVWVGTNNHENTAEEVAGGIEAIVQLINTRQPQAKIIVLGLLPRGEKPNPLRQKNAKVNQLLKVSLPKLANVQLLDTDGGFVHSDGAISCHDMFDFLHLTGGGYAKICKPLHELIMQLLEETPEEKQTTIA
PAFAH2 inh: PAFAH2 (human) inhibition. recombinant PAFAH2, FP-rhodamine activity probe, fluorescence polarization. inhibition, % at 3.39 µM. 340,000 compounds, 0.99% hits. AID 492956;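 active = inhibition above the mean over all tested compounds plus 3 SD, cut at about 30% in these data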;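 note: inhibitors block probe labeling of enzyme so polarization drops; 0% = enzyme with DMSO and 100% = wells lacking PAFAH2 protein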
PAFAH1B3 inh: blocks human PAF acetylhydrolase 1B catalytic subunit 3. recombinant PAFAH1B3, FP-rhodamine probe, fluorescence polarization. inhibition, % at 3.39 µM. 340,000 compounds, 0.28% hits. Q15102;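 active = inhibition above the screen-wide average of all tested compounds plus 3 SD, cut at about 25% in these data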;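 note: 0% = enzyme with DMSO only and 100% = wells lacking PAFAH1B3 protein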
Target sequence (Q15102 whole entry, looked up): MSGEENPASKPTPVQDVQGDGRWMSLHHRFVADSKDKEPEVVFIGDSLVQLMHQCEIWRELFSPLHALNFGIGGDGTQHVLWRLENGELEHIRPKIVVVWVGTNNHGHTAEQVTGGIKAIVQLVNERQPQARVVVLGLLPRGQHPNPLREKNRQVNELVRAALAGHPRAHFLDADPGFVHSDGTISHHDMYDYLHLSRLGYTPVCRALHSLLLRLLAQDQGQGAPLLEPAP
* marks the source's active call; other numbers are inactive results.

SMILES	PAFAH1B2 inh	PAFAH2 inh	PAFAH1B3 inh
CC1=NOC(=O)/C1=C\c1ccc(-c2ccc(Br)cc2)o1	11	24	18
O=C(OCn1ncc(Cl)c(Cl)c1=O)c1ccc(C(F)(F)F)cc1	2	-6	-8
COc1ccc(NC(=O)CNC(=O)CC23CC4CC(CC(C4)C2)C3)c(OC)c1	4	8	9
S=C1NCCN1CC1CCN(CC2CCCC2)CC1	7	-2	5
O=C(c1ccco1)N1CCN(C(=O)c2ccccc2OC(=O)C23CC4CC(CC(C4)C2)C3)CC1	17	12	9
CCCCC[C@@H](/C=C/C1C(=O)C=C[C@H]1C/C=C\CCCC(=O)OC)OC(C)=O (some centres not stated)	6	3	1
Cc1ccc(N2CCN(C(=O)c3cc(-c4ccc(F)cc4)[nH]c3C)CC2C)cc1 (configuration not stated)	8	3	6
COc1ccc(C=NNc2nc3c([nH]2)c(=O)n(C)c(=O)n3C)cc1	4	4	-1
CC[C@H](C)[C@H]1CNC(=O)C(=O)N1CC1CCN(CCc2ccccc2)CC1	3	-7	8
Cc1[nH]c(-c2ccc(F)cc2)cc1C(=O)N1CCN(c2ccc(Cl)cc2)CC1	6	-4	10
CCc1ccccc1N(C(=O)c1snc(C(N)=O)c1N)C(C(=O)NCC1CCCO1)c1ccc(N(C)C)cc1 (configuration not stated)	1	-1	1
O=[N+]([O-])c1ccc(Oc2cccnc2)c([N+](=O)[O-])c1	4	4	4
Cc1ccc(-c2cnn3c(N4CCOCC4)cc(C)nc23)cc1	0	8	4
N=C1C(=O)NC(=O)C1c1ccccc1 (configuration not stated)	7	0	0
COc1ccc(N=Nc2cc(OC)c(N)cc2OC)cc1	4	-1	6
CCOC(=O)Cn1cnc([N+](=O)[O-])n1	-1	-4	6
COc1ccc(/C=C(\NC(=O)c2ccc(OC)cc2)C(=O)Nc2cccc(C(=O)O)c2)cc1	-2	0	12
Fc1ccc2c(c1)c1n[nH]c(=S)nc1n2CCc1ccccc1	12	-10	7
CCOc1ccc(N(CC(=O)Nc2c(C)n(C)n(-c3ccccc3)c2=O)S(=O)(=O)c2ccc(F)cc2)cc1	5	-11	-1
C=C1[C@H](C)CN(S(=O)(=O)C(C)(C)C)[C@H]1CCO	5	-3	-2
S=c1[nH]c2ccccc2n1CCc1ccncc1	7	-5	8
Cc1ccc(S(=O)(=O)NCC(=O)OCC(=O)NCc2ccc3c(c2)OCO3)cc1	4	0	3
CC(=O)Oc1cccc2c1C(=O)C1CC=CC(OC(C)=O)C1C2=O (configuration not stated)	8	17	15
CCOC(=O)N1CCN(C(=O)CCc2cc(OC)c(OC)c(OC)c2)CC1	0	5	0
Oc1ccccc1CC=NC1CCCCC1	4	2	14
CC1CNC(=S)N(c2ccc(F)cc2)C1=O (configuration not stated)	6	4	5
COc1cccc(NC(=O)Nn2cnnc2)c1	-10	-6	5
CC(C)(C)OC(=O)N1CCC(C(=O)Nc2ccc(C(=O)NCc3ccccc3)cc2)CC1	8	-4	10
COc1ccccc1C(=O)OCCc1ccccc1	1	6	3
CC(C)n1cc(CN2CCC(n3nccc3NC(=O)CCCc3ccccc3)CC2)cn1	8	7	17
CC(C)OC(=O)CNc1n[nH]c(=S)[nH]c1=O	3	-2	0
CCOC(=O)CCC(NC(=O)c1ccc(Nc2nc3ccccc3nc2C(=O)OCC)cc1)C(=O)OCC (configuration not stated)	6	-3	4
O=C(Nc1ccc(Cl)cc1)NN1CCCCCC1	9	2	8
CC(C)CCCCCCCCCCCCC(=O)NCC(=O)NC1C(C)OC(Nc2ncnc3nc[nH]c23)C(O)C1O (configuration not stated)	-11	-40	-7
COc1ccc(C(CNC(=O)c2cc(S(=O)(=O)Nc3cccc(C)c3)ccc2C)N2CCCC2)cc1 (configuration not stated)	5	3	0
CCC(=O)NC(=S)Nc1ccc(NC(=S)NC(=O)c2ccccc2)cc1	-72	-170	-120
O=CNc1cc2c(cc1Br)-c1ccccc1C2O (configuration not stated)	5	1	5
C#CCN1C=CC(=O)[C@@H](OC(=O)Nc2ccc(OC)cc2)[C@H]1c1ccccc1Br	7	8	8
O=C1C2C3C=CC(O3)C2C(=O)N1Cc1ccncc1 (configuration not stated)	0	-4	5
COc1ccc(CN(C)C(=O)C(Cc2ccccc2)NC(=O)c2ccccc2)cc1F (configuration not stated)	3	8	6
O=C(NCc1ccco1)C1CCCN1C(=O)Nc1ccc(Br)cc1 (configuration not stated)	4	-8	2
O=C(c1cc(C2CC2)nn1-c1ccccc1)N1CCN(Cc2ccccc2F)CC1	1	5	1
COc1ccc(Cl)cc1/C=N/NC(=O)c1c(-c2ccccc2)noc1C	3	1	10
Cc1ccc(OCc2cc(C(=O)N(C)CCc3nc4ccccc4[nH]3)no2)cc1C	2	2	6
CCNc1nc(NCC)n2c(SCC(=O)Nc3ccc(OC(F)F)cc3)nnc2n1	10	0	9

Already shown: 4 of the compounds above.
SMILES	PAFAH1B2 inh	PAFAH2 inh	PAFAH1B3 inh
CCc1ccccc1N(C(=O)c1snc(C(N)=O)c1N)C(C(=O)NCC1CCCO1)c1ccc(N(C)C)cc1 (configuration not stated)	1	-1	1
O=[N+]([O-])c1ccc(Oc2cccnc2)c([N+](=O)[O-])c1	4	4	4
Cc1ccc(-c2cnn3c(N4CCOCC4)cc(C)nc23)cc1	0	8	4
N=C1C(=O)NC(=O)C1c1ccccc1 (configuration not stated)	7	0	0

(cont.)
SMILES	PAFAH1B2 inh	PAFAH2 inh	PAFAH1B3 inh
COc1ccc(C(=O)CSc2nc(=O)n(Cc3cccnc3)c3c2CCC3)cc1	4	-1	1
CCOc1ccc(C(=O)Nc2cc(NC(=O)c3ccc(OCC)c(Cl)c3)cc(C(=O)O)c2)cc1Cl	-21	-47	-48
COCCCN(C(=O)Cc1ccc(S(=O)(=O)N2CCOCC2)s1)c1c(N)n(Cc2ccccc2)c(=O)[nH]c1=O	9	6	12
Cc1ccc(/C=C2\Oc3cc(OCC(=O)NN)ccc3C2=O)o1	-2	-14	-10
CC(C)Oc1cccc(C(=O)N/N=C/c2ccoc2)c1	-3	6	10
O=c1[nH]cnc2c1C(c1ccccc1)c1c(nc[nH]c1=O)O2	-3	3	2
N#CCCN(Cc1cccnc1)C(=S)Nc1ccccc1Cl	0	-2	6
CC(N=C1NS(=O)(=O)c2ccccc21)C(=O)NCc1ccncc1 (configuration not stated)	3	0	2
CC(=O)OCC(=O)C1(O)CCC2C3CC(C)C4=CC(=O)C=CC4(C)C3=CCC21C (configuration not stated)	-1	-5	2
CCOC(OCC)c1nc(N)[nH]c(=O)c1CCCCc1ccccc1	10	2	3
C[C@H]1CCC/C=C/[C@@H]2C[C@H](O)C[C@H]2[C@H](O)[C@H](S(=O)c2ccc(O)cc2)CC(=O)O1 (some centres not stated)	1	0	10
CCSc1nc2c([nH]1)c(=O)n(C)c(=S)n2C	7	1	14
Cc1ccc(C2OCC(C)([N+](=O)[O-])CO2)cc1 (configuration not stated)	1	0	-1
O=C(COC(=O)c1cccc(S(=O)(=O)N2CCCCC2)c1)NCc1ccccc1	8	11	3
CC(C=NNc1ccc([N+](=O)[O-])cn1)=Cc1ccccc1	1	4	5

2 of these compounds, reformatted.
| Molecule | PAFAH1B2 inh | PAFAH2 inh | PAFAH1B3 inh |
| --- | --- | --- | --- |
| Cc1ccc(/C=C2\Oc3cc(OCC(=O)NN)ccc3C2=O)o1 | -2 | -14 | -10 |
| CC(C)Oc1cccc(C(=O)N/N=C/c2ccoc2)c1 | -3 | 6 | 10 |

Remaining list, next part:
SMILES	PAFAH1B2 inh	PAFAH2 inh	PAFAH1B3 inh
O=C(CCCOc1ccc(Cl)cc1Cl)Nc1cc(S(=O)(=O)N2CCOCC2)ccc1N1CCOCC1	3	3	4
CC(C)c1ccc(N(CC(=O)NCCCN2CCOCC2)S(=O)(=O)c2ccccc2)cc1	-5	-3	3
Cc1cc(OCC(=O)OCC(=O)N(C)C2CCS(=O)(=O)C2)ccc1Cl (configuration not stated)	1	5	3
CC(=O)OCC=C1CCC2C3CCC4=CC(=O)CCC4(C)C3C(O)CC12C (configuration not stated)	0	3	8
COc1ccc(NC(=O)CSc2nnc(-c3cccnc3)n2Cc2ccco2)c(OC)c1	1	-1	13
CC(=O)Nc1c(Cl)c2c(c(Cl)c1Br)-c1ccc(Cl)cc1C2	1	-5	2
COc1cc(Cl)c(C)cc1NC(=O)c1ccccc1NC(=O)CN1CCN(c2ccccn2)CC1	9	-7	-1
COC(C[C@H](O)CC(=O)COCc1ccccc1)OC	1	1	5
O=C(NOCc1cscn1)Nc1ccccc1	3	7	9
O=C(O)CCCN1C(=O)c2ccccc2Sc2ncccc21	8	-1	15
O=C(COc1cccc2c1CCNC2=O)Nc1ccc(Cl)cc1	1	0	-5
O=C(O)COc1ccc(C=C2SC(=S)N(c3ccccc3)C2=O)cc1	1	14	6
Fc1ccc(NC(=S)N2CCc3ccccc32)cc1	1	-3	6
O=C1C=CC(=O)N1c1ccc2ccccc2c1	3	4	3
CC(=NNC(=O)c1ccncc1)c1ccc(O)cc1O	5	4	7
COc1ccc(C2(C)NC(=O)N(CC(=O)Nc3ccc4ccccc4c3)C2=O)cc1OC (configuration not stated)	0	4	1
CCN(c1ccccc1C(=O)O)S(=O)(=O)c1ccc2[nH]c(=O)[nH]c2c1	-1	0	4
COc1ccc(C)cc1NC(=O)C(c1ccccc1)N1CCN(CC(=O)N2CCOCC2)CC1 (configuration not stated)	-4	-3	16
CCOc1cc2c(cc1O)CCC1C2CCC2(C)C(O)CCC12 (configuration not stated)	-4	0	7
CN(CC(=O)Nc1c(Cl)cccc1Cl)C(=O)c1ccc(NS(=O)(=O)c2ccc3[nH]c(=O)[nH]c3c2)cc1	2	2	1
COC(=O)[C@@H]1CC(O)CN1C(=O)C12CC3CC(CC(C3)C1)C2 (some centres not stated)	8	-1	1
C=C1C(=O)c2sccc2C(c2ccc(OC)c(OC)c2)C1COC(C)=O (configuration not stated)	1	1	2
N=C1S/C(=C\c2ccc(-c3ccccc3C(=O)O)o2)C(=O)N1c1ccc2c(c1)OCO2	18	17	23
Cc1cc(C)nc(SCc2nnc(SCC(=O)Nc3nccs3)n2C)n1	-4	2	8
Brc1ccc(C2Nc3cccc4cccc(c34)N2)cc1	6	-1	10
O=[N+]([O-])c1ccc2[nH]c(=S)[nH]c2c1	3	-8	-4
Cc1nc(SCc2ccc(Cl)c(Cl)c2)n[nH]1	6	-3	5
O=S(=O)(N/N=C\c1ccc2c(c1)OCO2)c1ccc(F)cc1	2	-3	1
O=C(Cc1cccc(NC(=O)C2CCN(C(=O)C3CCC3)CC2)c1)Nc1cccc(C(=O)N2CCOCC2)c1	6	0	8
O=C(COc1ccccc1)Nc1cccc(S(=O)(=O)N2CCCC2)c1	2	7	6
Cc1cc(=O)n2nc(N3CCCC(C(=O)NCCCN4CCc5ccccc5C4)C3)sc2n1 (configuration not stated)	-1	4	1
O=C(CN1CCN(C(=O)c2ccccc2)CC1)Nc1cccc(S(=O)(=O)N2CCCC2)c1	-3	0	2
COc1ccc(/C=C(\NC(=O)c2cccs2)C(=O)NN)cc1OC	4	-8	3
COCCN1CCN(C(=O)c2cc(COc3ccc(F)c(F)c3)on2)CC1	-3	2	-1
CCC1CCCCN1CC(=O)Nc1cc(OC)c(OC)cc1C#N (configuration not stated)	-5	-2	3
O=C1CCN(c2ccccc2)N1	5	5	5
OCCN(CCO)c1cc2c3ccccc3ccc2c2ccccc12	5	18	11
CC(C)C[C@H]1CNC(=S)N1CC1CCCN1C[C@H](Cc1ccc(O)cc1)N1C[C@H](Cc2ccccc2)N(CC2CCCCC2)C1=S (some centres not stated)	-1	-1	-6
COc1ccc(CC(=O)Nc2cc(S(=O)(=O)N3CCOCC3)ccc2N2CCCC2)c(OC)c1	1	-3	-10
Cc1cc(C)nc(N2CCN(c3nc(-c4ccccc4)nc4c3oc3ccccc34)CC2)n1	4	0	1
Cc1ccc(CNC(=O)C2CCN(C(=O)Nc3ccc(C)cc3)CC2)cc1	-6	-3	1
O=C(c1ccccc1)C1CCN(C(=O)C2CCC(=O)N(Cc3cccc(F)c3)C2)CC1 (configuration not stated)	0	-3	9
Cc1ccc(N(C(=O)Cn2nnc3ccccc32)C(C(=O)NCc2ccco2)c2ccc(C)o2)cc1 (configuration not stated)	3	-3	9
CCOc1ncccc1C(=O)OCc1cc(=O)oc2c(C)c(C)ccc12	3	6	6
CC1CN(C(=O)COC(=O)CSc2ccc([N+](=O)[O-])cc2)CC(C)O1 (configuration not stated)	5	-1	7

Whole records, looked up by structure. Order of values: PAFAH1B2 inh, PAFAH2 inh, PAFAH1B3 inh
O=C1CCN(c2ccccc2)N1 as listed: 5, 5, 5
Cc1ccc(CNC(=O)C2CCN(C(=O)Nc3ccc(C)cc3)CC2)cc1 as listed: -6, -3, 1
CC1CN(C(=O)COC(=O)CSc2ccc([N+](=O)[O-])cc2)CC(C)O1 (configuration not stated) as listed: 5, -1, 7

Remaining list, next part:
SMILES	PAFAH1B2 inh	PAFAH2 inh	PAFAH1B3 inh
COc1ccc2c(c1)CCc1cnoc1-2	6	-3	7
O=C(Cc1ccc(NC(=O)C2CCCN(C(=O)C3CC3)C2)cc1)Nc1cccc(C(=O)N2CCCC2)c1 (configuration not stated)	6	7	4
CN(C(=O)c1cccc(NC(=O)Cc2cccc(NC(=O)C3CCCN(C(=O)C4CCCCC4)C3)c2)c1)C1CCC1 (configuration not stated)	7	-11	8
O=C(Cn1nc2ccccc2n1)N/N=C/c1cc(Cl)cc([N+](=O)[O-])c1O	9	30*	3

These rows are one share of the data, so the mix of outcomes need not match the whole.
